Screening results deposited in PubChem by several laboratories.
Granule exo inh: LAMP-1 surface exposure blockers, TALL-104 cells – cell-based, flow cytometry, MLPCN library, primary screen | TALL-104 LAMP-1 surface exposure; cells stimulated with thapsigargin and PMA | inhibition, % at 10 µM | 360,000 compounds, 0.66% hits | AID 651702, 2012;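 active = inhibition above about 55%, limit read from the data; inconclusive = no clear call, values can overlap the other calls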
aDG glyco up: activators of alpha-DG glycosylation, primary screen, uHTS, Pro5-aDG cells, AlphaScreen | alpha-DG glycosylation AlphaScreen (IIH6); 0% Pro5, 100% B10-LARGE cell signal | activation, % at 10 µM | 360,000 compounds, 0.22% hits;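 active = activation of at least 8% versus controls, or a plate z-score of at least 8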;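 also: Pro5 are CHO cells carrying HIG-tagged alpha-DG that lacks glycosylation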
CaV13 ICDI inh: Primary screen for inhibitors of IQ motif and Ca2+-dependent inactivation inhibitor domain binding in CACNA1D, Förster resonance energy transfer in living cells, … | AID 743397 | 340,000 compounds, 0.098% hits | HEK cells, CFP/YFP FRET ICDI-IQ, plate reader, 10 min; percent FRET-ratio fall versus neutral wells | inhibition, % at 12.3 µM;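 active = mean replicate inhibition of at least 30% and at least 1% of replicates passing that level; inconclusive = only one of the two criteria is met; inactive = neither criterion is met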;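 also: 0% = median of the neutral control wells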
PDI inh: inhibitors of human PDI, primary screen, biochemical, turbidity, single point, plate reader; PDI insulin aggregation turbidity, A650, 90 min; inhibition, % at 10 µM; Protein disulfide-isomerase (Homo sapiens), P07237; AID 588391, 2011; 350,000 compounds, 0.052% hits;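 active = mean inhibition across replicates of 30% or more, whatever share of single replicates reach that level; inconclusive = mean inhibition below 30% while every single replicate reaches 30%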;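 also: absorbance from insulin aggregation driven by PDI reduction with DTT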
Target sequence (P07237 whole entry, looked up): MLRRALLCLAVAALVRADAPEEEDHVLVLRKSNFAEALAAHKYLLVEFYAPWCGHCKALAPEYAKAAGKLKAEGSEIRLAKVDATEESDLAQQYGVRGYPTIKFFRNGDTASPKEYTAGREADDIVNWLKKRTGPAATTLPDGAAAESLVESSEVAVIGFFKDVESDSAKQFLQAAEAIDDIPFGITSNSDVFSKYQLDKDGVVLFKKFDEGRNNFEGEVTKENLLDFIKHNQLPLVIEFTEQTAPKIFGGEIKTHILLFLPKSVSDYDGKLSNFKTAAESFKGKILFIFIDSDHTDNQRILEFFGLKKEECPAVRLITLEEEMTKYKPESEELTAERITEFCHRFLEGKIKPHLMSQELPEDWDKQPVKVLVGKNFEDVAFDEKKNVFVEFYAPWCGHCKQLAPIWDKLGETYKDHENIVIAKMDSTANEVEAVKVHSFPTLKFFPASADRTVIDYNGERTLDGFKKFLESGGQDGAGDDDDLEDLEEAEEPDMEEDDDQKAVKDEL
iPSC survival up: enhancers of single-cell hiPSC survival, primary screen, ATPlite luminescence | 100% = ROCK inhibitor wells, 0% = DMSO | survival enhancement, % at 20 µM | 360,000 compounds, 0.044% hits | AID 602274, 2012; in the data active = survival enhancement above about 18%;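 also: cells exposed to compounds for 16 hours before the ATP read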
Peg3 promoter: Peg3 promoter-driven luciferase inhibitors, primary screen, cell-based, HeLa, luciferase luminescence; HeLa PEG-Prom luciferase reporter, overnight; inhibition, % at 20 µM; 360,000 compounds, 1.7% hits;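 active = inhibition of at least 50% at 20 µM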
Vif imaging: HIV Vif self-association inhibitors, primary screen, imaging, HEK293T, single point; 340,000 compounds, 0.35% hits; HEK293T cells, Vif self-association by quenched fluorescence, 24 h; AID 602346, 2012; inhibition, % at 7.49 µM; in the data active = inhibition above about 50%, passing the limit was not always enough; inconclusive = no clear call, values can overlap the other calls; inactive = below about 31%; also: some results filed as inactive read as strong as hits
TRPM1 prom inh: inhibitors of MITF-dependent TRPM1 promoter reporter, primary screen, cell-based, SK-MEL-5, single point, luciferase; inhibition, % at 12.5 µM; 330,000 compounds, 0.83% hits; SK-MEL-5 TRPM1 promoter luciferase, 24 h;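 active = mean inhibition across replicates of 60% or more, whatever share of single replicates reaches that level; inconclusive = some that reach 60%, reason not given; inactive = mean inhibition across replicates below 60%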; also: values of inactives mirror those of a sister screen read the other way
HIF-2a inh: HIF-2a reporter inhibitors, primary screen, luminescence, 786-0 RCC cells; AID 624352, 2012; 360,000 compounds, 0.72% hits; inhibition, % at 18.8 µM; 786-0 RCC cells HIF-2a reporter, luciferase luminescence, overnight;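 active = inhibition of the luminescence signal of 40% or more relative to plate controls, in a single-dose primary screen at 18.75 µM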
NR2E3 ag-1: inhibitors of NR2E3-RetCOR corepressor binding, primary screen, NR2E3 agonist project, biochemical, TR-FRET, GST-NR2E3, biotin-RetCOR. Photoreceptor-specific nuclear receptor (Homo sapiens), Q9Y5X4. 1536-well. inhibition of corepressor binding, % at 4.78 µM. 320,000 compounds, 0.12% hits. AID 2300, 2010;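 active = percent inhibition above the cutoff of mean plus 3 SD of all tested compounds, set per screening campaign, cut at about 20% in these data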;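 also: 0% = DMSO wells and 100% = biotin wells as full block of FRET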
Target sequence (Q9Y5X4 whole entry, looked up): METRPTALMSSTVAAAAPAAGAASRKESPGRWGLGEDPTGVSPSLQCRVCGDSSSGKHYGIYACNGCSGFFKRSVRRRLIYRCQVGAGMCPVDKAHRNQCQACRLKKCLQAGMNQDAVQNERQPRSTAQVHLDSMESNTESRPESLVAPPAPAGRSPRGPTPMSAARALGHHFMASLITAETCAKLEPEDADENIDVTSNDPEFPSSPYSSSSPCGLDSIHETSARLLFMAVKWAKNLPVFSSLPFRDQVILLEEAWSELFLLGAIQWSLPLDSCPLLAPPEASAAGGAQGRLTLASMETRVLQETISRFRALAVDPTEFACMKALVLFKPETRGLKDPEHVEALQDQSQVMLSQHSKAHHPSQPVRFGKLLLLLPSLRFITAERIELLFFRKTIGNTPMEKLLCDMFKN
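Test system: GST-NR2E3 and biotin-RetCOR proteins | Quantity: 1.35 nM GST-tagged NR2E3 final | Medium: Tris pH 7.5 | Also added: 7 nM biotin-RetCOR | Dosing: Compound at 4.8 µM, single dose | Timing: 5 h at 4 °C | Detection: Time-resolved FRET | Read-out basis: Percent inhibition | Benchmarks: Biotin wells as high control, 0.6% DMSO wells as low control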
NR2E3 ag-2: NR2E3 agonists in two-hybrid cells, primary screen, cell-based, luminescence, CHO-S, Gal4-NCOR/VP16-NR2E3. Photoreceptor-specific nuclear receptor (Homo sapiens), Q9Y5X4. luciferase. inhibition of corepressor binding, % at 3.98 µM. 360,000 compounds, 0.35% hits. AID 602229, 2012;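 active = inhibition above the mean of all tested compounds plus 3 SD, cut at about 70% in these data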;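 also: 0% = DMSO with NR2E3 transfected cells and 100% = cells lacking NR2E3 construct; higher means lower luciferase signal from less NR2E3 corepressor binding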
* hit, by the source's call; ? = inconclusive; . = no result given; & = joins results of further samples.

SMILES	Granule exo inh	aDG glyco up	CaV13 ICDI inh	PDI inh	iPSC survival up	Peg3 promoter	Vif imaging	TRPM1 prom inh	HIF-2a inh	NR2E3 ag-1	NR2E3 ag-2
CCN(CC)S(=O)(=O)c1cc(NC(=O)C(CC(C)C)NC(N)=O)ccc1C (stereo unspecified)	-6	0.2	5	4	-0.4	6	1	7	11	1	-6
Cn1c(N)c(C(=O)COC(=O)Cn2cc(C(F)(F)F)ccc2=O)c(=O)n(C)c1=O	1	0.2	.	7	2.1	18	9	2	18	-2	-9
COc1ccc(CC(=O)Nc2cc(S(=O)(=O)N3CCCC3)ccc2Cl)c(OC)c1	0	0.1	-2	-9	-0.2	18	-10	17	10	1	11
CC1(C)Cc2nc3n[nH]c(N)c3cc2CO1	0	0.0	-5	5	0.0	16	-3	-26	-16	4	-12
CC(OC(=O)c1cccs1)C(=O)NCC1CCCO1 (stereo unspecified)	2	-0.3	-7	12	2.0	-1	6	-3	0	3	-6
CCc1ccc(C(=O)NC(CC(C)C)C(=O)O)cc1 (stereo unspecified)	-2	-0.1	-4	4	-1.8	11	.	-1	-3	1	-10
CC(C)(C)NC(=O)CN(C(=O)C1CSC(=O)C1)c1ccccc1F (stereo unspecified)	-1	-0.3	8	11	-1.2	5	.	3	17	2	5
CS(=O)(=O)N1CCC(NC(=O)Nc2ccc(OC(F)(F)F)cc2)CC1	21	0.1	-11	-6	1.8	-15	5	4	-16	4	-9
O=C(COC(=O)C1=COCCO1)Nc1ccc(F)cc1	-2	-0.1	-2	2	0.2	-25	-4	-8	-39	-1	19
COc1ccc(-c2ccc3c(c2)S(=O)(=O)c2cccc(C(=O)NCCOc4ccccc4Cl)c2C3=O)cc1OC	-7	-0.3	-11	-4	-2.0	87*	9	69*	-15	.	4
O=C(c1ccccc1)C(Nc1ccccn1)c1ccccc1 (stereo unspecified)	-2	0.0	-7	6	-0.6	-5	7	-7	-19	-4	-18
c1ccc(CN2CCCC3(CCCN(Cc4nc(CC5CC5)no4)C3)C2)cc1 (stereo unspecified)	2	-0.2	-15	17	0.5	-8	-1	-1	13	1	10
Cc1oc2c(CN3CCOCC3)c(O)ccc2c(=O)c1-c1ccc(Cl)cc1	-5	0.0	-2	4	-0.4	2	7	16	17	4	8
CC(=O)c1sc(NC(=O)CCc2ccccc2)nc1C	-4	-0.1	17	-2	2.0	-57	1	.	-81	.	-30
C[C@@H]1CN([C@@H](C)CO)S(=O)(=O)c2ccc(-c3ccc(C(=O)N(C)C)cc3)cc2O[C@@H]1CN(C)Cc1ccccc1C(=O)O	4	0.0	-2	-1	1.5	-15	-3	.	-4	.	12
COc1ccc(-c2cc3nc4ccccc4n3c(N)c2C#N)cc1	-3	0.6	-5	-6	0.2	-167	-22	-108	-296	-1	-48
O=C(NCCc1c[nH]c2ccccc12)c1cccc(Br)c1	20	0.0	-4	8	0.7	-69	-8	-18	-113	-2	-13
Cc1ccc(NC(=O)C2CC(=O)N(c3ccc4c5c(cccc35)CC4)C2)cc1 (stereo unspecified)	-3	0.3	-3	-2	-0.1	23	-10	-17	15	2	3
Cc1ccc(CNCc2ccc3c(c2)OCO3)c(C)c1	19	0.1	-5	7	0.1	1	11	-11	10	-2	4
Cc1ccc(NC(=O)/C(=C/c2cccs2)NC(=O)c2ccco2)c(C)c1	6	-0.4	-5	-2	-0.4	12	5	5	-1	2	-1
O=C(Oc1ccccc1)c1ccc(COC(=O)c2cnccn2)cc1	-2	-0.1	-4	-8	3.6	-24	4	-1	-15	0	-20
CCOC(=O)N(C)c1c(CC)nc2c(OCCOc3ccccc3)cccn12	44	0.0	-5	-3	-0.6	5	3	.	13	.	5
O=C1CN(CC(=O)Nc2ccc(Cl)cc2)CCN1	2	1.4	-5	7	0.3	5	-7	6	17	0	-2
CCOC(=O)C(=O)N(C)c1c(CC)nc2c(OCc3ccccc3OC)cccn12	?	0.0	-10	-6	-0.5	14	-10	.	7	.	14
COC(=O)c1ccc(CSc2nnc3ccccn23)o1	-1	-0.1	-8	-8	0.5	-4	10	11	6	2	7

An excerpt from above, showing only Vif imaging:
Molecule	Vif imaging
Cc1ccc(NC(=O)/C(=C/c2cccs2)NC(=O)c2ccco2)c(C)c1	5
O=C(Oc1ccccc1)c1ccc(COC(=O)c2cnccn2)cc1	4
CCOC(=O)N(C)c1c(CC)nc2c(OCCOc3ccccc3)cccn12	3
O=C1CN(CC(=O)Nc2ccc(Cl)cc2)CCN1	-7

Quoted from the results shown, 5 compounds:
SMILES	Granule exo inh	aDG glyco up	CaV13 ICDI inh	PDI inh	iPSC survival up	Peg3 promoter	Vif imaging	TRPM1 prom inh	HIF-2a inh	NR2E3 ag-1	NR2E3 ag-2
CCN(CC)S(=O)(=O)c1cc(NC(=O)C(CC(C)C)NC(N)=O)ccc1C (stereo unspecified)	-6	0.2	5	4	-0.4	6	1	7	11	1	-6
Cn1c(N)c(C(=O)COC(=O)Cn2cc(C(F)(F)F)ccc2=O)c(=O)n(C)c1=O	1	0.2	.	7	2.1	18	9	2	18	-2	-9
COc1ccc(CC(=O)Nc2cc(S(=O)(=O)N3CCCC3)ccc2Cl)c(OC)c1	0	0.1	-2	-9	-0.2	18	-10	17	10	1	11
CC1(C)Cc2nc3n[nH]c(N)c3cc2CO1	0	0.0	-5	5	0.0	16	-3	-26	-16	4	-12
CC(OC(=O)c1cccs1)C(=O)NCC1CCCO1 (stereo unspecified)	2	-0.3	-7	12	2.0	-1	6	-3	0	3	-6

Later entries
SMILES	Granule exo inh	aDG glyco up	CaV13 ICDI inh	PDI inh	iPSC survival up	Peg3 promoter	Vif imaging	TRPM1 prom inh	HIF-2a inh	NR2E3 ag-1	NR2E3 ag-2
CCOC(=O)C1=C(C)NC(C)=C(C(=O)OCC)C1c1ccc([N+](=O)[O-])s1	2&4	-0.3&-0.2	-7&-3	3&1	3.3&-0.6	15&23	-6&6	-4	-4&10	0	-34&-21
COc1ccc(C2OC(=O)CC2C(=O)NC2CCCC(C)C2C)cc1OC (stereo unspecified)	1	-0.1	-4	12	-0.7	-1	-3	4	-3	2	-3
O=C(N/N=C/c1ccco1)c1ccc(OCc2ccccc2)cc1	-4	0.0	-5	-3	-0.5	-2	-1	-3	-16	-4	-4
CCOC(=O)c1sc(NC(=O)COc2ccc3c(c2)OCO3)nc1C	-4	0.1	-7	6	-0.6	11	7	1	-15	1	-3
O=C(CSc1ccc2c(c1)OCCO2)N1CCN(c2ccccc2)CC1	-5	-0.3	-5	-5	-0.5	4	-3	-8	-13	-2	-15
Cc1cccc(CNC(=O)CCCn2nc(C)c3c(C)n(-c4ccccc4)nc3c2=O)c1	6	0.3	-2	0	0.1	-10	0	9	4	-3	5
COc1cc(OC)cc(C(=O)Nc2ccc(N3CCN(C(=O)c4cccs4)CC3)cc2)c1	2	0.0	.	23	0.2	13	-6	10	0	0	-60
O=C(CCNC(=O)c1ccc(Cl)cc1)NCc1ccco1	1	-0.4	-6	3	3.6	-16	-4	-1	6	.	0
COc1ccccc1C(=O)Nc1ccc2c(c1)C(=O)NC2=O	-2	-0.1	-6	-2	0.5	-30	1	-19	-42	-2	-16
CCN(CC)C(=O)C1=C(C)N(Cc2ccccc2)C(=O)C(CC(=O)NCc2cccc3ccccc23)C1 (stereo unspecified)	8	0.3	-6	15	1.1	28	0	.	9	.	4
CCOc1ncccc1C(=O)Nc1cccc(Cl)c1Cl	4	-0.1	-5	-5	-2.5	-3	2	6	14	3	-13
CCOC(=O)N1CCN(C(=O)c2cn(-c3ccc(C)c(C)c3)c(=O)c3ccccc23)CC1	-2	0.0	-7	7	1.1	2	1	-2	12	.	-24
NS(=O)(=O)c1cccc(NC(=O)CSc2ncc(C(F)(F)F)cc2Cl)c1	0	-0.1	-2	-5	2.5	-4	-1	4	-10	-4	19
Cc1ncc(C23CC4CC(CC(C4)C2)C3)[nH]1	1	0.3	.	-1	-1.3	-3	-3	-3	15	0	-13
CC1(C)NC(=O)N(CCOc2cccc(Cl)c2Cl)C1=O	1	-0.1	-4	-3	1.4	3	1	9	19	2	25
O=C(CCC1CCCN(C(=O)c2cccc(F)c2)C1)N1CCN(c2ccccn2)CC1 (stereo unspecified)	3	0.1	-2	-4	0.3	0	.	3	18	0	0
COc1ccc(-c2nn(-c3ccccc3)cc2/C=C(\CC(=O)O)c2nc3ccccc3s2)cc1OC	-1	-0.2	-20	10	-0.7	-98	-10	-13	-161	1	-47
Cc1ccc([N+](=O)[O-])cc1NC(=O)C(C)Sc1nnc(C)n1CC1CCCO1 (stereo unspecified)	0	0.0	-2	0	0.5	10	-14	-7	11	-2	-10
O=C1Nc2ccccc2C1=O	1	-0.1	.	.	1.1	10	-11	12	11	0	-6
CCCc1c(C)[nH]c2nc3ccccc3n2c1=O	-14	-0.2	-2	-6	0.8	-79	-5	-19	-79	-2	-19
CCC(C)NS(=O)(=O)c1ccc(NS(C)(=O)=O)cc1 (stereo unspecified)	-2	2.1	-2	-8	-2.4	8	-6	-4	7	0	-1
CCc1cc2c(COC(=O)c3c(C)noc3C)cc(=O)oc2cc1O	1	0.0	-5	-2	0.4	14	15	-11	4	1	6
CCOC(=O)Cn1c(=O)oc2cc(S(=O)(=O)NCc3ccccn3)ccc21	-2	0.0	-5	2	-1.0	-21	.	2	5	2	-3
O=C(NCc1ccco1)C(c1cccs1)N(Cc1ccccc1)C(=O)Cn1nnc2ccccc21 (stereo unspecified)	0	0.1	-3	14	0.0	15	-1	14	6	4	-21

Part of the list above in order of molecular weight, smallest number first.
SMILES	Granule exo inh	aDG glyco up	CaV13 ICDI inh	PDI inh	iPSC survival up	Peg3 promoter	Vif imaging	TRPM1 prom inh	HIF-2a inh	NR2E3 ag-1	NR2E3 ag-2
CC1(C)Cc2nc3n[nH]c(N)c3cc2CO1	0	0.0	-5	5	0.0	16	-3	-26	-16	4	-12
Cc1cccc(CNC(=O)CCCn2nc(C)c3c(C)n(-c4ccccc4)nc3c2=O)c1	6	0.3	-2	0	0.1	-10	0	9	4	-3	5
COc1ccc(CC(=O)Nc2cc(S(=O)(=O)N3CCCC3)ccc2Cl)c(OC)c1	0	0.1	-2	-9	-0.2	18	-10	17	10	1	11
